Assay outcomes as filed in PubChem BioAssay.
K1F lysis inhibition: inhibition of K1F phage lysis, E. coli UTI89, bacterial capsule biogenesis inhibitors, alamar blue (AID 488966); inhibition, % at 100 µM; hits with a dose series show IC50 in µM; hit rate 0.02% among 340,000; E. coli UTI89 K1F phage lysis, alamar blue, 2 h; higher % means a stronger effect;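 active means phage lysis inhibition, versus mean bacterial control, above a set limit; inconclusive means no clear call, values can overlap the other calls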;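 further: capsule biogenesis inhibitors block K1F phage lysis so surviving cells raise fluorescence; higher fluorescence means more inhibition of phage lysis; actives were called in the ten point dose series up to 300 µM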
West Nile antiviral: West Nile virus antiviral activity, cell-based, CPE readout (AID 1621) | West Nile virus-infected cells, CPE inhibition; higher % means a stronger effect | hit rate 0.02% among 290,000 | CPE inhibition, % at 10 µM; hits with a dose series show IC50 in µM; in the data active means a potency from the dose series; inconclusive means CPE inhibition mostly from about 3.7% at the one dose, without a potency; inactive means the rest, 99 in 100 with CPE inhibition below about 2.2%; further: strong numbers were not always called active
PMI inhibitors: inhibitors of human PMI, primary screen, biochemical, fluorescence intensity, coupled assay (AID 1209); inhibition, % at 20 µM; hits with a dose series show IC50 in µM; purified PMI enzyme, coupled fluorescence intensity; higher % means a stronger effect; Mannose-6-phosphate isomerase (Homo sapiens); hit rate 0.42% among 190,000;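 further: plate controls were DMSO vehicle for no effect and wells lacking substrate for full effect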
TNAP activators: human TNAP enzyme activators, primary screen, biochemical, luminescent, no phosphate acceptor, uHTS (AID 1001); Alkaline phosphatase, tissue-nonspecific isozyme (Homo sapiens); purified TNAP, luminescent activation assay, no phosphate acceptor; higher activation fold means a stronger effect; one-dose activation fold at 20 µM; EC50 in µM for titrated hits; hit rate 0.03% among 200,000; in the data active means activation fold from about 3, or a potency from the dose series; inactive means the rest, 99 in 100 with activation fold below about 1.6; further: many of its hits are not listed in these tables
human PMI inhibitors: human PMI inhibitors, high substrate, primary screen, biochemical, fluorescence intensity, high mannose 6-phosphate (AID 1220); one-dose inhibition, % at 20 µM; IC50 in µM for titrated hits; recombinant PMI enzyme, coupled fluorescence intensity; higher % means a stronger effect; hit rate 0.66% among 190,000; Mannose-6-phosphate isomerase (Homo sapiens)
RSV CPE inhibition: RSV antiviral activity via CPE protection, HEp-2 cells, primary 10 µM value included (AID 2391); HEp-2 cells, RSV-induced CPE inhibition; higher % means a stronger effect; CPE inhibition, % at 10 µM; hits with a dose series show IC50 in µM; hit rate 0.13% among 310,000; in the data active means a potency from the dose series; inconclusive means CPE inhibition mostly from about 23% at the one dose, without a potency; inactive means the rest, 99 in 100 with CPE inhibition below about 21%; further: strong numbers were not always called active
P. falciparum M17LAP: P. falciparum M17LAP inhibitors, primary screen, biochemical, fluorogenic H-Leu-NHMec substrate, 1536-well (AID 1619). inhibition, % at 30 µM, or IC50 in µM where a hit was titrated. recombinant M17LAP, H-Leu-NHMec fluorogenic kinetic assay; higher % means a stronger effect. hit rate 0.38% among 220,000;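 active means compound inhibiting the enzyme by more than half at any dose during confirmatory dose-response retesting; inconclusive means strong single-dose inhibitors picked by rank but not retested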;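 further: plate controls were full reaction with DMSO carrier for no effect and no enzyme background for full effect; strong numbers were not always called active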
T cell HTS: modulators of CD8 T cell-vesicle binding, primary screen, mouse 2C CD8+ T cells, flow cytometry. 2C CD8+ T cell-vesicle binding; stronger effect = lower value. calls only at 7 µM. hit rate 0.068% among 330,000;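 active means response, share of CD8 T cells binding vesicles, and their 90th percentile fluorescence all below set limits, cut at about 80% in these data, passing the limit was not always enough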
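Also added: QL9-peptide-loaded Drosophila micro-vesicles bearing Ld, ICAM-1 and B7-1; Test system: purified 2C TCR transgenic mouse naive CD8+ T cells; Measured by: cytometric PE anti-B7-1 and Alexa647 anti-CD8 signals after 1% paraformaldehyde fixation; Timing: binding step 1.5 h, 37 °C, antibody labelling 20 min, ice.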
P. falciparum M1AAP: P. falciparum M1AAP inhibitors, biochemical, fluorogenic H-Leu-NHMec substrate, 1536-well (AID 1445) | hit rate 0.42% among 220,000 | recombinant M1AAP, H-Leu-NHMec fluorogenic kinetic assay; higher % means a stronger effect | Aminopeptidase N (Plasmodium falciparum (isolate 3D7)) | inhibition, % at 30 µM; hits with a dose series show IC50 in µM;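 active means primary inhibition above the hit cutoff, then over 50% inhibition at one or more dose response concentrations, cut at about 23% in these data, passing the limit was not always enough; inconclusive means conflicting primary data, or primary hits not chosen for dose response; inactive means low primary inhibition, or under 50% at every dose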;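 further: plate controls were DMSO full reaction for no effect and no enzyme background for full effect; strong numbers were not always called active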
T cell HTS vesicle-bound %: further read-out of T cell HTS, marked with its call; double positive events, %; measured here: CD8+ vesicle-bound cell fraction;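 binding gate set so that unloaded-vesicle control wells show 10% double positive cells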
Starred values were filed as active, the others as inactive; i = inactive; ? = inconclusive; / = not tested or not shown; [ ] = dose if it differs, or a comment. Unless noted, no stated cut-off is given here; in the data, active means inhibition above about 50%; inactive means the rest.

Start of the listing, in advance (7 entries):
SMILES	K1F lysis inhibition	West Nile antiviral	PMI inhibitors	TNAP activators	human PMI inhibitors	RSV CPE inhibition	P. falciparum M17LAP	T cell HTS	T cell HTS vesicle-bound %	P. falciparum M1AAP
O=C(COC(=O)C1=COCCO1)Nc1ccc(OC(F)F)cc1	0.4%	0.0%	-3%	1.1	-5%	2.1%	24%	i	52	18%
Cc1cc(C)c(C)c(S(=O)(=O)N2CCN(C(=O)CCC(=O)N3CCOCC3)CC2)c1C	-0.1%	-0.2%	/	/	/	-0.4%	/	i	25	/
Cc1ccsc1/C=C(/C#N)C(=O)NCc1ccccc1	-0.6%	-0.6%	1%	1.1	-5%	2.4%	2%	i	42	6%
Cn1c(=O)[nH]c(=O)c2c1nc(N1CCNCC1)n2Cc1ccccc1Cl	-0.7%	0.6%	/	/	/	1.4%	/	i	59	/
COc1cc(C(=O)OCC(=O)NC2CCCC2)cc(OC)c1OC	0.9%	0.0%	/	/	/	-0.4%	/	i	43	/
O=C(c1cnc2sccn2c1=O)N(Cc1ccccc1)c1ccccn1	2.6%	0.0%	14%	1.2	14%	1.8%	22%	i	25	-5%
Cc1nn(C)c(NC(=O)c2ccc(Cl)cc2Cl)c1Br	-0.2%	-0.7%	/	/	/	1.4%	/	i	16	/

Results (from the top)
SMILES	K1F lysis inhibition	West Nile antiviral	PMI inhibitors	TNAP activators	human PMI inhibitors	RSV CPE inhibition	P. falciparum M17LAP	T cell HTS	T cell HTS vesicle-bound %	P. falciparum M1AAP
O=C(COC(=O)C1=COCCO1)Nc1ccc(OC(F)F)cc1	0.4%	0.0%	-3%	1.1	-5%	2.1%	24%	i	52	18%
Cc1cc(C)c(C)c(S(=O)(=O)N2CCN(C(=O)CCC(=O)N3CCOCC3)CC2)c1C	-0.1%	-0.2%	/	/	/	-0.4%	/	i	25	/
Cc1ccsc1/C=C(/C#N)C(=O)NCc1ccccc1	-0.6%	-0.6%	1%	1.1	-5%	2.4%	2%	i	42	6%
Cn1c(=O)[nH]c(=O)c2c1nc(N1CCNCC1)n2Cc1ccccc1Cl	-0.7%	0.6%	/	/	/	1.4%	/	i	59	/
COc1cc(C(=O)OCC(=O)NC2CCCC2)cc(OC)c1OC	0.9%	0.0%	/	/	/	-0.4%	/	i	43	/
O=C(c1cnc2sccn2c1=O)N(Cc1ccccc1)c1ccccn1	2.6%	0.0%	14%	1.2	14%	1.8%	22%	i	25	-5%
Cc1nn(C)c(NC(=O)c2ccc(Cl)cc2Cl)c1Br	-0.2%	-0.7%	/	/	/	1.4%	/	i	16	/
CCN(CC)S(=O)(=O)c1cc(OCC(N)=O)c(C)cc1Cl	-9.0%	0.1%	1%	1	-3%	1.1%	-4%	i	49	2%
CCCC(=O)Oc1ccc(N(C(=O)CCC)S(=O)(=O)c2cccs2)cc1	1.2%	-0.9%	3%	1.1	6%	-2.1%	-6%	i	56	4%
Cc1ccc(C2=N/C(=C/N3CCOCC3)C(=O)O2)cc1	-0.4%	-0.7%	2%	1.2	4%	1.5%	59%	i	34	20%
CNc1cc(CS(=O)c2ccccc2)nc(-c2ccccc2)n1 (stereo not drawn)	0.2%	0.0%	6%	1.1	1%	1.7%	-6%	i	34	7%
Cc1cccc(C(=O)Nc2ccccc2C(=O)OCC(=O)Nc2ccc(C#N)cc2)c1	1.1%	-0.5%	-17%	0.9	-16%	1.9%	-2%	i	44	1%
Cc1cc(C)cc(NC(=O)CCc2ccc(C)o2)c1	0.6%	0.0%	/	/	/	-0.3%	/	i	23	/
CC(C)CC(C(=O)O)N1C(=O)C2C3CC(C2C1=O)C1C(c2ccccc2)c2sc(=O)[nH]c2SC31 (stereo not drawn)	-4.3%	-0.4%	8%	1.1	-6%	0.7%	23%	i	54	13%
CC1CCN(Cc2ccc(NC(=O)C3CCN(c4nnc(-n5cccc5)s4)CC3)cc2)CC1	7.8%	0.1%	10%	1.1	14%	-1.4%	-7%	i	24	9%
COc1ccccc1N1CCN(C(=O)c2coc(=O)c(Br)c2)CC1	0.1%	-0.1%	/	/	/	0.5%	-9%	i	22	6%
COc1cc(/C=N/NC(=O)c2cccnc2)ccc1OS(=O)(=O)c1ccc(F)cc1	0.6%	0.5%	8%	1.1	8%	-0.7%	4%	i	50	0%
COc1ccccc1-c1c(C)oc2c(CN3CCOCC3)c(O)ccc2c1=O	0.0%[50 µM]	-0.2%	/	/	/	1.9%	/	i	37	/
O=C(CCSc1ccc(Cl)cc1)NC12CC3CC(CC(C3)C1)C2	0.0%	-0.5%	8%	1.1	2%	6.1%	-9%	i	26	-2%
CCCCn1c(N)c(N(Cc2ccccc2OC)C(=O)CSCC(=O)Nc2cccc(C)c2)c(=O)[nH]c1=O	0.0%	-0.7%	/	/	/	0.1%	/	i	10	/
COc1ccc(OC(C)C(=O)NCCC2=CCCCC2)cc1 (stereo not drawn)	0.7%	0.9%	5%	1	10%	2.3%	-5%	i	26	-2%
CC(C)n1c(CN2CCN(C(=O)c3ccco3)CC2)nc2c1c(=O)n(C)c(=O)n2C	2.1%[50 µM]	-1.1%	/	/	/	4.6%	/	i	18	/
CCOC(=O)c1sc(=S)n(-c2ccc(C)cc2)c1SC	-0.1%	-0.7%	-5%	0.9	-5%	-0.2%	12%	i	29	4%
Cc1nnc(SCC(=O)Nc2ccccc2F)n1Cc1ccco1	0.5%	-0.1%	/	/	/	0.1%	/	i	49	/
Cc1scc(-c2n[nH]c(=S)n2C(C)c2ccccc2)c1C (stereo not drawn)	1.2%	-0.5%	-6%	1	-2%	2.5%	2%	i	29	3%

(further entries)
SMILES	K1F lysis inhibition	West Nile antiviral	PMI inhibitors	TNAP activators	human PMI inhibitors	RSV CPE inhibition	P. falciparum M17LAP	T cell HTS	T cell HTS vesicle-bound %	P. falciparum M1AAP
C/C(=N\Nc1ccc(Cl)c(C(=O)O)c1)c1cccc([N+](=O)[O-])c1	-0.1%	1.1%	/	/	/	1.3%	10%	i	31	5%
O=C(Nc1ccccc1)OCC1CCCN2CCCCC12 (stereo not drawn)	0.1%	-0.4%	-4%	1.1	-12%	1.0%	-4%	i	53	4%
COC(=O)Nc1ccc(S(=O)(=O)N2CCCc3ccccc32)cc1	0.7%	1.8%	10%	1.1	7%	1.8%	-16%	i	51	8%
CC(C)OCCCNC(=O)c1ccc(N(C)S(C)(=O)=O)cc1	0.2%	0.2%	8%	1.1	7%	-0.4%	10%	i	20	3%
Cc1nc2ccc(C(=O)O)cc2c2c1CC(C)S2 (stereo not drawn)	0.1%	0.1%	1%	1.1	-8%	1.6%	-92%	i	49	22%
CCOC(=O)C1(c2csc(N)n2)COC(=O)C1 (stereo not drawn)	0.3%	0.4%	9%	1.1	9%	5.2%	-8%	i	36	5%
Cc1nc2c(c(C)nn2-c2ccccc2)c(C)c1CCC(=O)NCCCOC(C)C	0.9%[50 µM]	-0.2%	/	/	/	2.2%	/	i	12	/
O=C(CC1=NCCNC(c2ccccc2)C1)c1ccccc1O (stereo not drawn)	0.5%	/	3%	1.1	0%	3.5%	15%	i	4	9%
Cn1c(-c2ccc3c(c2)OCO3)cnc1N	5.5%	-0.3%	12%	1	8%	0.4%	-11%	i	25	3%
CCN(CC(=O)NCc1ccc(F)cc1)CC(=O)NC1CCCC1	0.4%	-0.3%	/	/	/	1.3%	/	i	39	/
COC(=O)CC1C(=O)NCCN1C(=S)NC(=O)c1sc2ccccc2c1Cl (stereo not drawn)	-0.1%	0.1%	2%	1.2	9%	0.8%	13%	i	15	8%
Cc1nn(C)c(C)c1CNC(=O)c1cc2n(n1)C(C(F)(F)F)CC(c1cccs1)N2 (stereo not drawn)	0.0%	-1.0%	20%	1.1	15%	-0.2%	12%	i	17	3%
COc1ccc(CNC(=O)COc2ccc(C)nc2[N+](=O)[O-])cc1	0.6%	-0.4%	-55%	1	-4%	-0.6%	-8%	i	24	3%
Cc1ccc(C)c(NC(=O)COc2cccc3c2CCN(Cc2ccccc2C)C3=O)c1	0.8%	-0.9%	11%	1.1	4%	1.6%	-1%	i	44	-1%
Cn1nc(C(C)(C)C)c([N+](=O)[O-])c1C(=O)N1CCOCC1	-0.1%	0.0%	/	/	/	1.0%	/	i	37	/
CCSc1nnc(C)n1-c1ccc(C(=O)O)cc1	0.5%	0.2%	-3%	1	-16%	1.2%	-2%	i	14	2%
CS(=O)(=O)N(CC(=O)NCc1ccc2c(c1)OCO2)Cc1ccc(Cl)cc1	-0.1%	-0.8%	11%	1.1	13%	0.3%	1%	i	50	-1%
O=C(O)c1nccnc1C(=O)Nc1ccccc1N1CCOCC1	-2.2%	-0.1%	/	/	/	0.3%	4%	i	40	2%
CN(CC(=O)Nc1cccc(F)c1)C(=O)c1ccc(N2CCOCC2)c([N+](=O)[O-])c1	2.5%[50 µM]	-0.4%	/	/	/	1.0%	/	i	32	/
COc1ccccc1NC(=O)CN1CCN(S(=O)(=O)c2ccc(Br)cc2)CC1	0.5%	/	7%	1.1	7%	/	-3%	/	/	-1%
COC(=O)CCN(c1ccccc1)S(=O)(=O)c1ccc(OC)cc1	10%	-0.5%	9%	1.1	8%	1.6%	-4%	i	37	15%
CCC1(CC)C(=O)C2=C3C1[C@H](C(=O)OC)C=C(C(=O)OC)C[C@H]3[C@H]1C(=O)NC(=O)[C@H]1[C@H]2C (stereo partly drawn)	1.3%	1.6%	/	/	/	2.4%	/	i	49	/
COc1ccc(C2C3=C(CC(C)(C)CC3=O)Oc3ncn(Cc4ccco4)c(=N)c32)cc1 (stereo not drawn)	3.2%	0.8%	4%	1.1	-4%	-2.1%	5%	i	2	7%
COc1ccc(-c2ccc(-c3noc(-c4ccco4)n3)c(OC)n2)cc1	-0.8%	0.1%	-5%	1	-9%	8.7%	-3%	i	44	8%
NC(=O)c1ccc(-n2nnnc2SCC(=O)Nc2ccc(N3CCOCC3)c(Cl)c2)cc1	-0.1%	0.4%	12%	1.1	8%	2.8%	-4%	i	44	-3%
Cc1c(O)cc2n(c1=O)-c1ccc(Cl)cc1C2(C)C	2.2%	0.7%	1%	1.1	-2%	?	-8%	i	48	5%
